Bioassay records deposited in PubChem BioAssay by National Center for Advancing Translational Sciences (NCATS).
TrxR1 substrate: rat thioredoxin reductase 1 substrate activity. Potency, µM (top dose mostly 114 µM), for the others: top-dose activity change, negative = substrate turnover. O89049. AID 588456. purified TrxR1 substrate turnover, NADPH consumption readout. hit rate 0.01% among 390,000; note: potency is the fitted concentration of half-maximal effect; % is set by controls: 0 for no effect and ±100 for the full control effect; nearly all actives have a fitted effect of over 50% in size
Target sequence (O89049 whole entry, looked up): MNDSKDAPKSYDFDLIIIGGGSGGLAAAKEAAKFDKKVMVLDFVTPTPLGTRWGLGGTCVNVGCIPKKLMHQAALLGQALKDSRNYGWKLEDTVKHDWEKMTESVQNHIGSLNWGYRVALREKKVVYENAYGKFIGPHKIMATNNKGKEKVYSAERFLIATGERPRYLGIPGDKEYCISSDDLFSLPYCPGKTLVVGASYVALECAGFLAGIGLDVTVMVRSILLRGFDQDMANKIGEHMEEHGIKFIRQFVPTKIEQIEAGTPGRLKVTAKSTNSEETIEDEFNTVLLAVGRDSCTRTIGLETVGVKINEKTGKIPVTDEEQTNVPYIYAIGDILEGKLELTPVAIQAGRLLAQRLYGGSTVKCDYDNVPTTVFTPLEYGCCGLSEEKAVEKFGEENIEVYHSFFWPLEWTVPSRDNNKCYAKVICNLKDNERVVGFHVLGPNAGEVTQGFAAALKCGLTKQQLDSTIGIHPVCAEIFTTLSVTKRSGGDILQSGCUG
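Rat TrxR1, dispensed at 90 nM, was prereduced with 400 uM NADPH (final) for 5 min at ~22 deg C, then incubated with compound 15 min before 400 uM selenite. A first-read NADPH fluorescence drop versus no-compound background flagged substrates.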
rTrxR1 inhibitor: blocks rat thioredoxin reductase 1; recombinant rTrxR1, NADPH fluorescence consumption, selenite substrate; Potency, µM (series often up to 114 µM), without a hit: top-dose activity change, negative = inhibition, hits mostly inhibitors; hit rate 1% among 390,000; note: potency is the fitted concentration of half-maximal effect; % is set by controls: 0 for no effect and ±100 for the full control effect; nearly all actives have a fitted effect of over 65% in size
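Rat TrxR1 (90 nM in the dispensed reagent) was pre-reduced with 400 uM NADPH for 5 min at room temperature, then incubated with compound for 15 min. After 400 uM selenite was added, NADPH fluorescence (Ex 340/Em 450 nm) was followed for 8 min.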
Vif-A3F inh: Vif-A3F binding inhibition; HeLa A3F-eYFP + Vif (tagged APOBEC3F with the HIV-1 protein that degrades it), YFP fluorescence increase; Potency, µM (titrated, usually from 46.1 µM), without a hit: at the highest dose activity, negative = active; hit rate 0.2% among 390,000; AID 602313; note: potency is the fitted concentration of half-maximal effect; % of control where 0% means no effect; nearly all actives have a fitted effect of over 65% in size
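HeLa cells stably expressing Vif plus C-terminally eYFP-tagged A3F were seeded, incubated overnight at 37 deg C, dosed with compound, incubated overnight again at 37 deg C. Yellow fluorescence (Ex 488/Em 500-530) reported blocked Vif-mediated A3F-eYFP degradation.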
RGS4 inh: inhibitors of human regulator of G protein signaling 4; Transcreener GDP fluorescence polarization, RGS4-accelerated GTP hydrolysis; Potency, µM (doses to about 114 µM), without a hit: at the highest dose activity change, negative = inhibition, most hits filed as inhibitors; hit rate 0.039% among 390,000; P49798; AID 504845; note: potency is the fitted concentration of half-maximal effect; % is set by controls: 0 for no effect and ±100 for the full control effect; nearly all actives have a fitted effect of over 75% in size; some results filed as inactive show a strong effect at the top dose
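MLSMR compounds (23 nl, pin-transferred) preincubated 10 min at room temperature with a 500nM (2x) first reagent, then RGS4 at 900nM (2x) plus Transcreener GDP mix added; fluorescence polarization (620/688 nm) read before and after 90 min at 30 °C.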
mIDH1 inhibitor: inhibitors of human mutant IDH1 R132H | O75874 | IDH1-R132H enzyme, NADPH consumption, diaphorase/resazurin fluorescence | Potency, µM (highest dose often 76.6 µM), for inactives: top-dose activity change, negative = inhibition, actives largely listed as inhibitors | hit rate 0.093% among 390,000; note: potency is the fitted concentration of half-maximal effect; % is set by controls: 0 for no effect and ±100 for the full control effect; nearly all actives have a fitted effect of over 65% in size
Target sequence (O75874 whole entry R132H, stated change not applied): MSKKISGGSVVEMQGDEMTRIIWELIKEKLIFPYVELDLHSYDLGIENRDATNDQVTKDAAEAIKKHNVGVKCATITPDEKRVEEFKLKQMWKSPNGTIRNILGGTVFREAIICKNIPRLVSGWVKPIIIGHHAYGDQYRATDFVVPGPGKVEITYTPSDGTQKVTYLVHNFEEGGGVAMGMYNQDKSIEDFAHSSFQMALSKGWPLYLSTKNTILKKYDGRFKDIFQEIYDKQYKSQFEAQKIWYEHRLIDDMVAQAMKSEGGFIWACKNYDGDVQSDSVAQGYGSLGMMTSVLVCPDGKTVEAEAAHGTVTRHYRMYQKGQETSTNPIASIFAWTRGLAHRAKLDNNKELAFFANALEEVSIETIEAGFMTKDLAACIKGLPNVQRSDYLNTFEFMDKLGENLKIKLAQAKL
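IDH1-R132H (0.5 ug/mL) preincubated 30 min with compound, then NADPH (0.016 mM) and alpha-KG (2 mM) added; 80 min at RT, pH 7.5. Remaining NADPH coupled via diaphorase/resazurin to fluorescence (540/590 nm); concentration-response curves normalized to no-enzyme control.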
Glioma ERSR ind: inducers of ER stress response in human glioma cells | U87-MG GRP78 promoter luciferase reporter, 16 h | Potency, µM, without a hit: top-dose activation, actives largely listed as activators | hit rate 0.02% among 420,000; note: potency is the fitted concentration of half-maximal effect; series mostly up to about 76 µM; % of control where 0% means no effect; nearly all actives have a fitted effect of over 35% in size
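Stably transfected U87-MG human glioma cells carrying a GRP78-based luminescent sensor were seeded at 1000 cells/well, pin-dosed with compounds and incubated 16 h. Luciferase reagent was then added, and end-point luminescence was read after 10 min at room temperature.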
USP1 inh: USP1/UAF1 (human) deubiquitinase inhibition | recombinant USP1/UAF1, Ub-Rhodamine cleavage fluorescence | hit rate 0.23% among 390,000 | Potency, µM (series often up to 57.1 µM), for the others: top-dose activity change, negative = inhibition, actives largely listed as inhibitors | O94782; note: potency is the fitted concentration of half-maximal effect; % is set by controls: 0 for no effect and ±100 for the full control effect; nearly all actives have a fitted effect of over 60% in size; inactives centre near -12
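Step one: compound is pinned into 1nM USP1/UAF1 in HEPES pH 7.8 buffer with TCEP. Step two: 15 min room-temperature incubation. Step three: Ub-Rho (150nM final) starts cleavage, tracked by fluorescence over six one-minute reads.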
LDHA inh: LDHA (human) enzyme inhibition; AID 1347041; hit rate 0.15% among 480,000; activity change, % (values are at about 110 or 230 µM); purified LDHA, NADH/diaphorase-resazurin fluorescence; stronger effect = lower value; in the data active = activity change below about -30%; inconclusive = mostly about -25% to -30%;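 note: plate controls were DMSO wells for no effect and wells without enzyme for full effect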
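Enzyme activity of human lactate dehydrogenase 5 (2 nM; 0.06 mM NADH, 0.2 mM pyruvate, 5 min, RT) is measured via a resazurin/diaphorase fluorescence readout of residual NADH.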
Vif-APOBEC3G blk: Vif-A3G binding inhibition; Q9HC16; HeLa A3G-eYFP + Vif (tagged APOBEC3G with the HIV-1 protein that degrades it), YFP fluorescence, overnight; Potency, µM (titrated, usually from 46.1 µM), inactives show at the top dose activity, negative = active, hits mostly inhibitors; hit rate 0.076% among 410,000;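 note: potency is the fitted concentration of half-maximal effect; % is set by controls: 0 for no effect and ±100 for the full control effect; nearly all actives have a fitted effect of over 60% in size; hits raise eYFP signal because A3G escapes Vif-driven loss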
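Read-out is eYFP fluorescence (Ex 488/Em 500-530) from Vif-expressing HeLa A3G-eYFP cells; more signal means A3G escaped Vif-mediated degradation. Cells plated overnight, compound pinned in, incubated overnight at 37 deg C.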
Active calls of the source: *; ? = inconclusive; nt = not tested or not shown; & = joins results of further samples; [ ] = remark or other dose. Unless noted, calls come from the whole dose curve; as a rule, active = well fitted curve in the direction sought with a large enough effect; inconclusive = small, poorly fitted or top-dose-only effect, or another doubt; inactive = no such curve, though single readings can be large; an effect the other way counts as inactive or inconclusive.

SMILES	TrxR1 substrate	rTrxR1 inhibitor	Vif-A3F inh	RGS4 inh	mIDH1 inhibitor	Glioma ERSR ind	USP1 inh	LDHA inh	Vif-APOBEC3G blk
Cc1cccc(NC(=O)c2ccc3nccnc3c2)n1	-6.7%	-2.5%	-16.0%	33.2%	-12.6%	-3.3%	-14.0%	-4.3&0.8	-6.0%
Cc1ccc(NC(=O)c2ccc(CN3CC(=O)N4CCCCC4C3=O)cc2)cc1 (stereo unspecified)	6.6%	19.1%	0.5%	2.7%	5.3%	0.9%	-10.9%	11.5	0.8%
Cc1ccc2nc(CSc3nnc(-c4ccncc4)n3C)cc(=O)n2c1	1.9%[57.1 µM]	18.2%[57.1 µM]	-0.5%	-11.3%	-1.9%	-2.1%	-16.0%	0.6	-2.6%
O=C(O)c1ccc(F)c(S(=O)(=O)Nc2ccccc2)c1	5.3%	10.1%	-8.2%	-21.1%	1.6%	-4.1%	-17.7%	0.5	-2.2%
O=C(CN1c2cccc3cccc(c23)S1(=O)=O)Nc1ccc(S(=O)(=O)N2CCOCC2)cc1	-2.6%	-7.6%	22.4µM*	-9.9%	2.5%	-3.3%	-13.3%	4.4	-4.7%
Cc1ccccc1OCC(=O)Nc1ccccc1C(=O)N1CCCCC1	-4.7%	-3.1%	-2.8%	13.2%	6.7%	4.2%	-23.6%	-1.4	-2.8%
Cc1ccc(OCCCCN2CCC(C)CC2)cc1	10.7%[57.1 µM]	6.9%	11.1%	-17.1%	4.6%	-6.7%	-11.0%	-13.8	-0.4%
CCOC(=O)N1CCN(C(=O)Nc2ccc3nc(C)sc3c2)CC1	12.9%	15.3%	-0.3%	20.7%	1.1%	-1.0%	-5.0%	-6.9	-0.4%
COc1cc2c(cc1OC)C(CNC(=O)C=Cc1cc(OC)c(OC)c(OC)c1)C2 (stereo unspecified)	nt	nt	-14.1%	nt	11.0%	-3.0%	-16.1%	-1.8	4.0%
CC(CC(=O)Nc1cccnc1)c1ccccc1 (stereo unspecified)	6.3%	21.3%	-10.8%	10.5%	5.8%	-1.5%	-17.5%	-16.2	3.8%
CCc1ccc(NS(=O)(=O)c2ccc(C)c(C(=O)N3CCOCC3)c2)cc1	1.7%	11.4%	5.2%	-52.4%	-2.9%	-2.0%	?	-44.1*	-1.1%
C(=N\Nc1nc2ccccc2[nH]1)/c1cccc2cccnc12	-0.1%	5.3%	?	-1.2%	13.5%	-3.2%	-19.9%	-1.9	-16.3%
C[C@H](NC(=O)[C@@H]1Cc2ccccc2CN1)C(=O)NC1CCCC1	3.4%	-0.8%	2.2%	-9.8%	5.1%	-6.5%	-11.4%	1.1	-0.1%
COc1nc(N)c(S(=O)(=O)c2ccccc2)cc1C#N	16.8%	3.3%	-2.9%	2.1%	2.4%	-1.6%	-17.1%	1.3	0.3%
COc1ccc(-c2csc(NC(=O)C3CSC4(C)CCC(=O)N34)n2)cc1 (stereo unspecified)	5.5%	15.9%	-3.0%	14.8%	-6.3%	-1.0%	-11.9%	-9.8	0.1%

Part of the list above in a different format:
structure | TrxR1 substrate | rTrxR1 inhibitor | Vif-A3F inh | RGS4 inh | mIDH1 inhibitor | Glioma ERSR ind | USP1 inh | LDHA inh | Vif-APOBEC3G blk
CCc1ccc(NS(=O)(=O)c2ccc(C)c(C(=O)N3CCOCC3)c2)cc1 | 1.7% | 11.4% | 5.2% | -52.4% | -2.9% | -2.0% | ? | -44.1* | -1.1%
Cc1ccc(OCCCCN2CCC(C)CC2)cc1 | 10.7%[57.1 µM] | 6.9% | 11.1% | -17.1% | 4.6% | -6.7% | -11.0% | -13.8 | -0.4%
CC(CC(=O)Nc1cccnc1)c1ccccc1 (stereo unspecified) | 6.3% | 21.3% | -10.8% | 10.5% | 5.8% | -1.5% | -17.5% | -16.2 | 3.8%

Remaining list, next part.
SMILES	TrxR1 substrate	rTrxR1 inhibitor	Vif-A3F inh	RGS4 inh	mIDH1 inhibitor	Glioma ERSR ind	USP1 inh	LDHA inh	Vif-APOBEC3G blk
Cc1cc(C)nc(Nc2ncc(O)n2-c2ccc(C)c(C)c2)n1	3.6%	13.8%	-7.8%	-8.6%	5.4%	-2.9%	-8.4%	-9.5	-5.5%
CCOC(=O)N1CCC(NC(=O)CCC(=O)c2ccccc2)CC1	9.8%[57.1 µM]	3.0%[57.1 µM]	-5.2%	-6.5%	1.5%	0.3%	-15.7%	-2.8	-0.2%
O=C(/C=C/c1ccc(F)cc1)NCCC1=CCCCC1	-2.7%	-6.3%	-5.8%	-13.4%	0.0%	6.1%	-24.9%	-5.6	-0.6%
Cn1c(=O)c2c(nc(Cl)n2Cc2ccncc2)n(C)c1=O	2.7%[57.1 µM]	-15.6%	-7.7%	16.7%	-9.0%	-2.9%	-2.2%	-6.1	1.7%
O=C(Cn1cnc2ccccc21)OCC(=O)N1CCCc2ccccc21	0.4%	0.8%	0.9%	16.2%	-0.7%	-4.6%	?	-3.9	3.6%
CCC1(C)Cc2ccccc2-c2nc(-c3ccccc3)oc(=O)c21 (stereo unspecified)	4.5%	11.5%	3.9%	-10.5%	0.0%	-3.9%	-18.4%	-1.4	-5.6%
CC1(C)CNC(=O)CC(C)(C)N1	-5.9%	-8.1%	1.2%	-0.9%[11.4 µM]	0.0%	-3.6%	-16.2%	-1.7	1.4%
COc1ccc(/C=C2\C(=O)NC(=O)c3ccccc32)cc1OC	-6.1%[11.4 µM]	-21.8%[11.4 µM]	-10.4%	-37.4%	1.7%	-2.4%	1.78µM*	14.2	1.3%
O=C(CN1C(=O)/C(=C2/SC(=S)N(CCS(=O)(=O)O)C2=O)c2ccccc21)Nc1cccc(C(F)(F)F)c1	-4.9%	-13.7%	13.0%	?	?	-2.9%	-4.9%	4.4	-0.1%
O=C(Nc1cccc(-n2cnnn2)c1)c1cccs1	12.7%	17.9%	1.8%	2.7%	4.7%	2.1%	-6.6%	-14.0	2.6%
Nc1nonc1-n1nnc(C(=O)N/N=C/c2ccccc2F)c1CN1CCOCC1	3.8%	4.0%	-25.0%	-9.9%	7.9%	-4.6%	?	-6.2	5.0%
O=C(Nc1ccc(F)cc1)c1cc(S(=O)(=O)Nc2ccc(F)cc2)cs1	-9.3%	?	-11.4%	3.1%	3.0%	-4.5%	-9.9%	-1.3	-13.6%
COc1ccc(-c2nnc(SC(C)C#N)o2)cc1 (stereo unspecified)	-2.8%[57.1 µM]	10.1%[57.1 µM]	-5.7%	-4.8%	7.4%	-2.6%	-13.0%	-1.6	0.1%
Oc1c(Cl)cc(Cl)cc1C1=NNC(c2ccc(Cl)cc2)C1 (stereo unspecified)	3.9%[57.1 µM]	-21.5%[57.1 µM]	0.0%	-48.1%	1.3%	0.2%	3.4%	-2.7	-21.0%
COc1ccc(C(=O)CC(Nc2ccc([N+](=O)[O-])cc2)c2ccc(OC)cc2)cc1 (stereo unspecified)	2.1%	20.6%	-6.4%	-8.5%	7.4%	0.2%	-22.2%	-5.0	0.3%
CC(C)NC(=O)N1CCOCCOCCN(C(=O)NC(C)C)CCOCCOCC1	-4.2%[57.1 µM]	11.7%[57.1 µM]	2.8%	5.6%	8.1%	-6.9%	-15.9%	-1.8	-0.8%
COc1ccc(S(=O)(=O)N2CCN(C(=O)CCOc3ccccc3)CC2)cc1OC	4.5%	14.2%	11.1%	34.3%	6.8%	-4.7%	-12.3%	-7.1	0.8%
Cc1ccc(CN2CCN(CC(=O)N/N=C/c3ccc(C)o3)CC2)cc1	-6.9%	4.6%	2.7%	23.8%	4.8%	-2.8%	2.4%	-10.3	1.9%
CCOC(=O)C(=CNc1cccnc1Oc1ccc(C)c2c1CCC2)C(=O)OCC	-23.0%[57.1 µM]	11.2%[57.1 µM]	9.5%	-14.1%	6.2%	-4.2%	-12.2%	0.0	-1.8%
Cc1cc(C)cc(N2CC(C)(C)C2=O)c1	9.8%[57.1 µM]	9.8%[57.1 µM]	9.3%	-3.5%	0.0%	-2.8%	-6.8%	-3.0	-0.2%
C=C1c2ccccc2O[C@H](C(=O)OCC)[C@@H]1C1CCCCC1	3.6%	-31.9%	-19.2%	7.1%	-1.9%	-1.3%	?	-0.6	-2.3%
CC1(C)OC2OC(C(=O)N/N=C/c3cc(Br)ccc3O)C3OC(C)(C)OC3C2O1 (stereo unspecified)	-1.2%	-11.4%	-0.9%	2.7%	5.8%	-5.1%	-1.3%	4.1	-0.7%
CC(Nc1cccc([N+](=O)[O-])c1)C(=O)Nc1ccc(S(=O)(=O)N2CCCC2)cc1 (stereo unspecified)	-11.0%	-1.0%	-12.2%	-3.3%	4.2%	-7.3%	-24.0%	0.2	-4.3%
O=C(CCc1ccccc1)NNC(=O)Nc1ccc(Br)cc1	2.3%	14.1%	2.9%	-6.5%	-9.8%	-4.2%	-7.2%	-0.6	-2.9%

Shown as a hit in USP1 inh (from the list above):
Structure,TrxR1 substrate,rTrxR1 inhibitor,RGS4 inh,USP1 inh,LDHA inh,Vif-APOBEC3G blk
COc1ccc(/C=C2\C(=O)NC(=O)c3ccccc32)cc1OC,-6.1%[11.4 µM],-21.8%[11.4 µM],-37.4%,1.78µM*,14.2,1.3%

Only part of the results is shown; count on the stated rates, not on these rows.
